# Screening data deposited in PubChem by several laboratories.
# IDE cell activ – activators of human insulin-degrading enzyme in cells | HEK cells, FAbeta-B cleavage, fluorescence polarization; 0% vehicle, 100% cell-free pure enzyme wells | activation, % at 5.96 µM | 0.073% of 340,000 active | AID 493087;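 active means activation above the mean of all tested compounds plus 3 SD, set per screening campaign, cut at about 17% in these data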
# p-CIP stab down – lowers stability of the mouse p/CIP coactivator protein | Q05BA5 | F442A p/CIP-EGFP cells, EGFP fluorescence, 16 h | decrease of EGFP signal, % at 10 µM | 0.01% of 290,000 active;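 active means EGFP signal decrease of at least 30% at 10 µM or well 3 SD below plate mean, unless failing retest; inactive means the rest, including hits failing retest or dose response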; further: some compounds called inactive have numbers as strong as hits; many of its hits are not listed in these tables
# SUMO HTRF inh – SUMOylation inhibition. HTRF SUMOylation assay, SAE1/SAE2 + UBC9, in vitro. 0.36% of 290,000 active. P63279. inhibition, % at 35 µM; in the data active means inhibition above about 50%, passing the limit was not always enough; further: strong numbers were not always called active
# Target sequence (P63279 whole entry, looked up): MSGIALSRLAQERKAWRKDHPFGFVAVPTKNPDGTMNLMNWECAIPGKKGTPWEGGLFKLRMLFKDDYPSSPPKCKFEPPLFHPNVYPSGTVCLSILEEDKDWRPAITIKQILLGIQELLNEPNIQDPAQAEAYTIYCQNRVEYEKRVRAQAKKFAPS
# VIM-2 inhibitor – inhibitors of Pseudomonas aeruginosa VIM-2 metallo-beta-lactamase. purified VIM-2, nitrocefin hydrolysis, epi-absorbance fluorescence. inhibition, % at 5.6 µM. 0.89% of 290,000 active;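 active means inhibition above the mean of all tested compounds plus 3 SD, cutoff set per screening run, cut at about 7.5% in these data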;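 further: red hydrolysis product quenches plate fluorescence so inhibitors raise well fluorescence; 0% = enzyme with DMSO and 100% = DMSO without enzyme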
# HCV NS3 hel inh – inhibitors of Hepatitis C virus NS3 helicase; NS3 helicase DNA unwinding, Cy5 molecular beacon fluorescence; inhibition, % at 10.9 µM; 0.56% of 290,000 active;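 active means inhibition above the mean of all tested compounds plus 3 SD, set per campaign, cut at about 35% in these data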;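 further: 0% = DMSO wells and 100% = thioflavine S control wells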
#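 Material: hepatitis C virus NS3 helicase domain fragment enzyme; measured by: Cy5 fluorescence, 0 and 60 min reads; control set: DMSO and thioflavine S; incubation: 60 min unwinding reaction at 25 °C after ATP addition; read-out basis: % inhibition from 60/0 min fluorescence ratio, DMSO 0%, thioflavine S 100%; repeats: singlicate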
# DNA FID counter – fluorescent intercalator displacement, NS3 helicase counter-screen; DNA fluorescent intercalator displacement, fluorescence; inhibition, % at 7.9 µM; 0.17% of 290,000 active; in the data active means inhibition above about 37%;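 further: 0% = vehicle and 100% = reference compound; higher means more ethidium bromide displaced from hairpin DNA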
# IMP-1 inh – inhibitors of Pseudomonas aeruginosa IMP-1 metallo-beta-lactamase. purified IMP-1, nitrocefin hydrolysis, epi-absorbance fluorescence. inhibition, % at 5.6 µM. 0.45% of 290,000 active;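 active means inhibition above the mean plus 3 SD of all compounds in the same screening run, cut at about 4.5% in these data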;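 further: 0% = IMP-1 with DMSO and 100% = DMSO wells lacking enzyme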
#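 System: Purified recombinant IMP-1 metallo-beta-lactamase enzyme | Measured by: Fluorescence quenching readout, ex 480/em 530 nm | Replication: Singlicate | Incubation: 15 min preincubation plus 25 min reaction at 25 °C | Evaluation: Percent inhibition from optical density relative to buffer-blank wells | Benchmarks: DMSO with and without IMP-1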
# MEKK3 PB1 HTS – MEKK3-MEK5 PB1 interaction, increase or decrease; Q99759; bead-based flow cytometry, Alexa488-MEK5 binding to MEKK3; actives lie on both sides; 0 = blocked by unlabeled MEK5, 100 = vehicle; binding response (% of control), % at 10 µM; 1.4% of 290,000 active;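 active means binding response more than 3 SD above or below the average of its plate-row segment, actives on both sides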;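 further: Alexa488 bead fluorescence after subtracting the streptavidin-only scavenger bead signal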
# Target sequence (Q99759 whole entry, looked up): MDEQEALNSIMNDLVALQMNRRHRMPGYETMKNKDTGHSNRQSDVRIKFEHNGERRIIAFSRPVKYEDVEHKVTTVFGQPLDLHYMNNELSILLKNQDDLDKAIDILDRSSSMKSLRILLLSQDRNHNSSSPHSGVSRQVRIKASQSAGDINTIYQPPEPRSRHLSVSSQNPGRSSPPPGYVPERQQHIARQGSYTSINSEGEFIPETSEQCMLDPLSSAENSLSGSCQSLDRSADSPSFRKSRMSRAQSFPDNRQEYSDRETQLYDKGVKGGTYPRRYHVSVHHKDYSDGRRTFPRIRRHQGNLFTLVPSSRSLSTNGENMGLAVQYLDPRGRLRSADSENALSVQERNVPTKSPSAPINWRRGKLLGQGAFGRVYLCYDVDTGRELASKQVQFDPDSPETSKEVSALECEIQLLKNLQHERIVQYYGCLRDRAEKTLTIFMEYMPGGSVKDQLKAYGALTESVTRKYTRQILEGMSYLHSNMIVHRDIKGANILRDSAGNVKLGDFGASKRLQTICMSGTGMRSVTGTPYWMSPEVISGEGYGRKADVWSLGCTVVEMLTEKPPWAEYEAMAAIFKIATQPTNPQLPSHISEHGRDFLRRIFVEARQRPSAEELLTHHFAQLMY
# PHOSPHO1 block – blocks human PHOSPHO1 phosphatase activity; AID 1565; 1.1% of 290,000 active; recombinant PHOSPHO1, absorbance phosphatase assay; inhibition, % at 13.3 µM; Q8TCT1; in the data active means inhibition above about 60%
# Target sequence (Q8TCT1 whole entry, looked up): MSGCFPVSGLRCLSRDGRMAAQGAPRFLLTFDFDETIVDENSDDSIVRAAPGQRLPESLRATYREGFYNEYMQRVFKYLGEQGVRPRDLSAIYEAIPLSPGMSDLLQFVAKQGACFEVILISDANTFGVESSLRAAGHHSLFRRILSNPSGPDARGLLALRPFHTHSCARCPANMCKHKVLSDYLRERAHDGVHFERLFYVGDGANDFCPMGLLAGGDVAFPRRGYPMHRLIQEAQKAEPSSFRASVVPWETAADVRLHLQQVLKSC
# * = called active by the depositor; · = not tested or not shown; [ ] = another dose, or the depositor's remark. Only part of the results is shown; rates above refer to the full screens.
SMILES,IDE cell activ,p-CIP stab down,SUMO HTRF inh,VIM-2 inhibitor,HCV NS3 hel inh,DNA FID counter,IMP-1 inh,MEKK3 PB1 HTS,PHOSPHO1 block
Cc1cc(C)cc(OCC(=O)N2CCCCCC2)c1,0.9,-0.6,9.3,0.9,-1.4,-13.7,-6.3,105.0,-3.3
CCOc1ccc(-c2c(=O)n(OCc3ccc([N+](=O)[O-])cc3)c3ccccc3[n+]2[O-])cc1,·,-1.9,0.6,-3.2,3.3,-3.7,-1.4,101.0,-11.4
Cn1c(OCc2cccnc2)nc2c1c(=O)n(Cc1ccc(F)cc1)c(=O)n2C,2.4,-6.1,21.7,1.1,-1.0,-13.5,-1.8,71.0*[inhibitor],28.3
Cc1ccc(C(=O)N2CCN(c3cc4c(cc3[N+](=O)[O-])n(C)c(=O)n4C)CC2)cc1,4.9,-0.9,4.8,-0.2,-2.6,-26.3,0.2,100.0,6.0
CCC(C)NC(=O)C1CCC(CNS(=O)(=O)c2ccccc2)CC1 (stereo unspecified),2.3,-3.6,5.5,-7.2,0.2,-19.3,-2.5,102.0,30.8
Cc1ccc(-c2nnc(Cc3ccc(Cl)cc3)o2)cc1,-1.1,-12.9,5.6,2.7,-15.2,-26.6,-3.2,102.0,10.8
O=C(O)CCC(=O)N1CCN(S(=O)(=O)c2ccc3ccccc3c2)CC1,-3.4,-1.7,9.8,-0.8,-14.2,-19.3,-1.3,102.0,37.0
COc1ccc(C(c2nnnn2C2CCCC2)N2CCC(C)CC2)cc1 (stereo unspecified),-2.0,-8.3,14.0,-1.3,-7.5,-18.6,-2.1,112.0,-2.7
CC(=O)c1cnc2c(-c3cccc(Br)c3)cnn2c1C,3.3,-19.0,2.6,-2.1,-6.2,-3.4,-2.3,103.0,-2.5
Cc1nc(N)ncc1C(=O)Nc1ccccc1,0.0,17.3,-3.7,-3.8,2.0,-3.0,-2.0,100.0,45.6
O=C(CNC(=S)N(CCCN1CCOCC1)Cc1cccs1)NC1CCCCCCC1,11.2,10.3,-13.1,-0.1,-34.7,0.6,-3.1,105.0,-1.1
CC1CCC2(CC1)NC(=O)N(CC(=O)Nc1ccc3c(c1)OCCO3)C2=O (stereo unspecified),4.2,-14.3,-9.0,-0.3,-0.1,1.1,-1.6,86.0,47.9
COc1ccc(C(=O)N2CCCC(c3nc(-c4ccc(C)o4)no3)C2)cc1OC (stereo unspecified),5.8,-9.1,14.9,-1.5,-2.1,-30.2,-3.1,102.0,19.0
COCCN(C(=O)CCc1ccc(OC)cc1)c1nnc(-c2ccncc2)s1,2.5,8.0,3.3,0.2,-9.4,2.1,-2.1,97.0,-4.9
CCOC(=O)C1=C(C)N=c2s/c(=C\c3ccc(OCC(=O)O)c(OC)c3)c(=O)n2C1c1ccc(OC)cc1 (stereo unspecified),-8.6,-17.1,33.2,-1.1,9.9,5.4,-0.7,102.0,17.9
CCc1ccc(NC(=S)Nc2ccc3cn[nH]c3c2)cc1,5.6,6.7,39.8,-4.7,4.5,-0.8,-1.8,101.0,2.1
O=C(Nc1ccccc1)c1cc(S(=O)(=O)N2CCOCC2)cs1,9.2,-1.3,-13.4,0.2,0.2,-0.8,-1.2,102.0,5.0
CCNC(=O)N(CCOC)CC1CCCN(C2Cc3ccccc3C2)C1 (stereo unspecified),5.5,-12.3,3.0,1.0,-13.0,-3.5,-0.1,108.0,8.5
Cc1nc2ccccc2c(=O)n1NC(=O)c1ccc([N+](=O)[O-])cc1,9.3,8.1,4.3,-5.9,-0.9,7.5,-5.6,107.0,-9.7
Cc1ccc(NC(=O)/C(Cl)=C/c2ccccc2)cc1C,1.4,4.1,5.7,-0.7,6.5,-8.9,-1.9,105.0,1.7

# Compound profiles, from the list above. Values in the order: IDE cell activ | p-CIP stab down | SUMO HTRF inh | VIM-2 inhibitor | HCV NS3 hel inh | DNA FID counter | IMP-1 inh | MEKK3 PB1 HTS | PHOSPHO1 block
# Cc1ccc(NC(=O)/C(Cl)=C/c2ccccc2)cc1C is listed with 1.4 | 4.1 | 5.7 | -0.7 | 6.5 | -8.9 | -1.9 | 105.0 | 1.7
# CC1CCC2(CC1)NC(=O)N(CC(=O)Nc1ccc3c(c1)OCCO3)C2=O (stereo unspecified) is listed with 4.2 | -14.3 | -9.0 | -0.3 | -0.1 | 1.1 | -1.6 | 86.0 | 47.9
# CCc1ccc(NC(=S)Nc2ccc3cn[nH]c3c2)cc1 is listed with 5.6 | 6.7 | 39.8 | -4.7 | 4.5 | -0.8 | -1.8 | 101.0 | 2.1
# O=C(Nc1ccccc1)c1cc(S(=O)(=O)N2CCOCC2)cs1 is listed with 9.2 | -1.3 | -13.4 | 0.2 | 0.2 | -0.8 | -1.2 | 102.0 | 5.0
# COCCN(C(=O)CCc1ccc(OC)cc1)c1nnc(-c2ccncc2)s1 is listed with 2.5 | 8.0 | 3.3 | 0.2 | -9.4 | 2.1 | -2.1 | 97.0 | -4.9

# More entries
SMILES,IDE cell activ,p-CIP stab down,SUMO HTRF inh,VIM-2 inhibitor,HCV NS3 hel inh,DNA FID counter,IMP-1 inh,MEKK3 PB1 HTS,PHOSPHO1 block
COc1cc(CN2CCCC(C(=O)c3ccc(C(C)(C)C)cc3)C2)cc(OC)c1O (stereo unspecified),-1.3,-11.8,10.7,-2.4,-45.0,6.9,-0.3,106.0,·
CC(=O)c1ccc(N2CCN(C(=S)Nc3cc(C)ccc3C)CC2)cc1,0.4,-4.9,-10.2,4.0,2.6,-1.7,0.7,85.0,2.1
CC1CC(C)CN(S(=O)(=O)c2ccc(Oc3ccc([N+](=O)[O-])cc3)cc2)C1 (stereo unspecified),1.5,-13.9,10.6,-3.1,-4.1,-7.0,-3.4,101.0,1.7
COc1ccc(C2C(CC(=O)O)=C(O)C(=O)N2c2ccccc2)cc1 (stereo unspecified),-0.8,-7.7,10.5,-1.0,8.1,-21.6,-3.6,88.0,59.2
CCOc1ccc(-c2cc(CCCC(=O)NCc3ccco3)no2)cc1,1.9,-1.8,10.3,-0.8,1.5,-30.5,-1.4,102.0,-3.4
CC(C)CC(=O)CC1(O)C(=O)Nc2ccccc21 (stereo unspecified),8.5,-4.3,3.5,-4.1,-6.3,-1.3,-3.2,87.0,27.1
Cc1cccn2c(CNCCCOc3cccnc3)c(C(=O)N3CCOCC3)nc12,-5.2,-9.4,18.2,-1.8,5.1,0.6,-3.5,107.0,30.4
COc1cccc(CNC(=O)Cn2nc(-c3ccc(Cl)cc3)ccc2=O)c1,0.6,0.2,-22.4,-2.0,5.7,-20.6,-1.9,96.0,11.1
O=C(COC(=O)Cc1ccccc1F)Nc1ccc2c(c1)OCO2,5.6,0.3,14.6,-0.6,-14.4,-2.8,-3.7,103.0,20.2
O=C(c1ccc(Cl)cc1)N1CCN(c2cccc3[nH]ccc23)CC1,6.0,2.1,1.9,0.6,6.0,-18.8,-1.9,102.0,-10.4
O=C(Cc1csc(NC(=O)c2ccccc2)n1)NO,5.1,8.6,9.5,-4.0,-13.8,-3.5,-4.5,104.0,-95.9
COc1cc(NC(=O)c2cccs2)c(C(=O)OCC(=O)c2cc(C)n(-c3ccccc3)c2C)cc1OC,-1.4,-10.3,20.4,0.4,6.7,-2.5,-4.4,106.0,-1.5
NC(=O)CSc1nnc(C2CC2)n1Cc1ccccc1,-0.3,-10.8,11.5,-1.8,-7.2,-4.4,-2.6,104.0,-1.6
Cc1cc(C)n2c(SCc3ccc(C#N)cc3)nnc2n1,4.5,-4.6,-4.3,2.1,-10.4,-7.3,-1.8,98.0,21.5
CCc1ccc(/C=N/NC(=O)c2cc(C3CC3)nc3ccccc23)s1,-2.8,3.0,5.6,-2.9,-6.0,-15.0,-5.1,102.0,-1.2
CCCCN(CC)C(=S)Nc1ccc2nc3n(c(=O)c2c1)CCCCC3,2.9,3.2,3.9,-0.6,-1.0,-18.3,-1.1,106.0,-4.0
O=C(c1cc(Cl)nc2ccccc12)N1CCN(S(=O)(=O)c2ccccc2[N+](=O)[O-])CC1,-2.1,-0.6,-4.5,-0.9,33.5,-27.8,4.5*,97.0,9.8
Cc1ccccc1OCC(=O)Nc1ccc2c(c1)C(=O)c1ccccc1C2=O,8.1,-7.7,27.2,-0.6,1.3,2.4,-4.0,92.0,-26.8
COc1cccc(/C=C2\SC(=S)N(CCCC(=O)Nc3ccc(C(=O)O)cc3)C2=O)c1,4.9,-13.0,10.7,-1.6,15.0,-11.9,-1.5,106.0,56.2
COC(=O)CSC(=S)N1C(C)CCCC1C (stereo unspecified),0.7,2.9,8.9,-1.2,7.0,-1.5,-1.9,102.0,-3.9
O=C1CCCN1c1ccc(S(=O)(=O)NCc2ccc(F)cc2)cc1,-2.6,10.6,-5.6,0.6,9.4,-10.4,-2.6,100.0,18.5
O=C(Nc1ncnc2c1CCC2)C12CC3CC(CC(C3)C1)C2,2.9,-13.4,9.7,-3.8,4.0,-20.1,-3.6,100.0,20.3
CC(CC(=O)N1CCN(c2ccccc2)CC1)S(=O)(=O)c1ccc2c(c1)NC(=O)CS2 (stereo unspecified),0.1,-3.7,10.9,-2.3,9.2,-44.2,-3.3,98.0,12.0
COc1ccc(/C=C2\S/C(=N/S(=O)(=O)c3cccs3)NC2=O)cc1,1.9,-22.2,19.1,-4.9,10.0,-12.6,-3.9,108.0,-9.8
CN(C)/C(=N\S(=O)(=O)c1ccccc1)c1ccccc1,3.4,3.7,8.7,0.8,-12.0,-10.7,-2.6,102.0,20.0
COc1ccc(N2CC(NC(=O)NC(C)(C)C)CC2=O)cc1 (stereo unspecified),0.2,1.2,-3.3,-1.8,5.4,-1.3,-2.3,96.0,-8.8
CSC1=NCCCN1C(=O)c1c(-c2ccccc2Cl)noc1C,6.0,-13.8,16.4,-1.6,-12.4,-2.4,-2.7,102.0,33.4
CCCNS(=O)(=O)c1ccc(CCC(=O)N2CCN(c3ccc(OC)cc3)CC2)cc1,2.8,-8.0,-9.9,-0.4,2.9,-2.7,-3.9,120.0,17.1
CC(C)(C)C1CCc2onc(C(=O)Nc3cnn(Cc4ccc(F)cc4)c3)c2C1 (stereo unspecified),4.7,-10.9,5.6,-2.4,10.6,-2.2,-1.0,95.0,3.6
O=C(/C=C/c1ccc(-c2ccccc2[N+](=O)[O-])o1)c1ccc(F)cc1,-2.6,-19.0,28.8,-2.2,22.1,-18.0,-2.3,88.0,-108.2
CC(=O)Nc1ccc(NS(=O)(=O)c2cn(C)c(=O)n(C)c2=O)cc1,5.0,-2.9,4.4,-4.0,5.1,0.5,-4.5,103.0,-7.3
CC(=O)Oc1ccc(C(=O)NCc2ccc3c(c2)OCO3)cc1,1.4,1.8,3.5,-1.3,2.5,-5.3,-2.9,107.0,29.1
CC/C(=N\NC(C)=O)c1ccc(OC(F)F)cc1,·,4.6,-4.0,-4.3,6.6,-4.6,-3.1,100.0,-26.7
COc1cc(-c2nc(CN(C)C(C)c3ccncn3)c(C)o2)ccc1F (stereo unspecified),0.9,-1.4,3.6,-2.7,-4.9,-9.1,-3.0,100.0,22.6
Cc1cccc(-c2nc(C#N)c(N3CCCCCC3)o2)c1,1.3,-5.2,15.5,-1.2,-2.3,-4.3,-2.6,101.0,7.1
CN(CC1CCOCC1)C(=O)CC1C(=O)NCCN1Cc1cccc(Oc2ccccc2)c1 (stereo unspecified),1.9,0.3,12.6,-1.7,-5.9,-29.0,-0.6,103.0,10.9
